Screens (PubChem)
All columns: NCI-60 one-dose screen, growth in % after 48 h at 10 µM unless noted; 100 = growth as untreated, 0 = no growth, -100 = all killed.
PC-3 – PC-3 prostate cancer cells. actives 3.9% (n = 80,000). AID 1794754
CAKI-1 – CAKI-1 renal cancer | actives 4.7% (n = 75,000) | AID 1794772
ACHN – ACHN renal cancer; AID 1794771; actives 4.9% (n = 81,000)
SN12C – SN12C renal cancer cells | actives 3.8% (n = 81,000) | AID 1794767
UO-31 – UO-31 renal cancer. actives 5.2% (n = 81,000). AID 1794768
786-0 – 786-0 renal cancer cells; actives 5.1% (n = 81,000)
TK-10 – TK-10 renal cancer cells | AID 1794769 | actives 3.9% (n = 81,000)
A498 – A498 renal cancer cells | actives 5.4% (n = 76,000) | AID 1794774
RXF 393 – RXF 393 renal cancer cells | actives 6.9% (n = 77,000) | AID 1794773
The depositor's hits bear a star; x = no result given; & = joins results of further samples; ! = not active in a repeat. How the source made its calls: active means growth percent below 10; inactive means the rest. These rows are one share of the data; the hit share may differ from the screen's.

nr	SMILES	PC-3	CAKI-1	ACHN	SN12C	UO-31	786-0	TK-10	A498	RXF 393
1	COC(=O)C1=C(Nc2ccccc2)C(=O)OC12C(=O)Nc1ccccc12 (stereo not given)	86	86	101	103	65	104	120	109	93
2	CN1CCC(O)(c2ccccc2)C(C(=O)c2ccccc2)C1 (stereo not given)	83&128	100	100&108	101	92&97	102&89	97&113	114&97	113&118
3	COc1ccc(CC#N)cc1	106	86	106	96	90	93	102	108	131
4	O=c1oc2ccccc2n1SC(Cl)(Cl)Cl	94	89	103	104	77	103	96	118	100
5	CNC(C)C(O)c1ccc(O)cc1 (stereo not given)	98&93	91	92&112	98&97	84&84	107&100	112&114	92&100	111&116
6	CCCCOC(=O)c1ccccc1C(=O)O	x	95	104	127	85	92	103	99	106
7	CC1(C)C(C=C(Cl)Cl)C1C(=O)OC(C#N)c1cccc(Oc2ccccc2)c1 (stereo not given)	75	49	73	73	49	75	88	78	85
8	CCOP(=S)(OCC)N1CC1	84	122	100	96	87	93	104	103	96
9	COC12CC3(C)C(C4=CC(=O)OC4)CCC3(O)C3CCC4=CC(=O)CCC4(CO1)C32 (stereo not given)	x	105	97	105	81	94	101	120	112
10	O=C(/C=C/c1sc(N(CCCl)CCCl)nc1Cl)c1ccc2c(c1)OCO2	89	84	92	112	74	102	137	127	103
11	CN(C)P1(N(C)C)=NP(N(C)C)(N(C)C)=NP(N(C)C)(N(C)C)=N1	90	79	97	107	83	101	95	108	109
12	CC1CCC2C(C)C3C(CC4C5CCC6CC(O)CCC6(C)C5CCC43C)N2C1 (stereo not given)	94	94	95	88	94	99	103	111	55

Some entries already given, limited to A498.
#	Compound	A498
9	COC12CC3(C)C(C4=CC(=O)OC4)CCC3(O)C3CCC4=CC(=O)CCC4(CO1)C32 (stereo not given)	120
10	O=C(/C=C/c1sc(N(CCCl)CCCl)nc1Cl)c1ccc2c(c1)OCO2	127

Continuation.
nr	SMILES	PC-3	CAKI-1	ACHN	SN12C	UO-31	786-0	TK-10	A498	RXF 393
13	COc1ccc(Cn2cc(/C=C3/C(=O)C4CCN3CC4)c3cccnc32)cc1	82	85	90	84	60	96	92	72	102
14	Clc1ccc(-c2csc3cccc[n+]23)cc1	96	88	100	101	82	99	84	86	104
15	O=C(O)c1ccccc1C(=O)OO	83	92	99	97	100	110	94	109	112
16	CC1=CC[C@@H]2[C@@H](C1)c1c(O)cc(C(C)(C)c3ccccc3)cc1OC2(C)C	53	x	83	82	44	83	81	77	67
17	N#CC(C#N)=Cc1ccc(Cl)c(Cl)c1	100	99	102	96	86	97	94	94	110
18	C#CC1(O)CCC2C3CCC4=CC(=O)CCC4=C3C=CC21C (stereo not given)	95	94	90	95	61	100	88	105	104
19	CC(N)CCc1ccc2c(c1)OCO2 (stereo not given)	97	98	103	100	88	112	92	112	100
20	N#CC1=C(N)Oc2cc3c(cc2C1c1cccs1)OCO3 (stereo not given)	24	43	57	53	49	49	56	7.6*	-5.7*
21	CNC(=O)Oc1cc(C)c(OC(=O)NC)c(C)c1	71	105	100	95	94	104	107	118	74
22	NC(CSP(=O)(O)O)=NCC12CC3CC(CC(C3)C1)C2	106	116	100	106	97	115	137	175	123
23	O=C1NCCCCC1(Cl)Cl	96	110	95	92	85	103	101	107	104
24	CCC(C)C(=O)O[C@H]1[C@H](O)C2C(CN3CC(C)CCC3[C@@]2(C)O)C2C[C@]34O[C@]5(O)C(OC(=O)C(C)(O)CC)CC[C@@]3(C)C5C(OC(C)=O)[C@@H](OC(C)=O)C4[C@@]21O (stereo not given in full)	86	85	x	97	88	57	103	98	99
25	O=[N+]([O-])c1ccc(P(=O)(O)O)cc1	91	96	99	101	81	96	101	125	103
26	CCCCCCCCCCCCNC(c1ccccc1)C(O)c1ccccc1 (stereo not given)	79	x	67	69	72	79	99	116	59
27	O=[As](O)(O[As](=O)(O)c1ccccc1)c1ccccc1	88	110	98	98	x	x	103	111	110
28	CC(=O)Nc1c2sscc-2n(C)c1=O	-96*	-100*	-100*	-98*	-100*	-100*	-100*	-100*	-92*
29	CCN(CC)CCOC(=O)C(OCCC(C)C)(c1ccccc1)c1ccccc1	61	75	92	88	65	73	84	74	93
30	OC(c1ccccc1)C(Cl)(Cl)Cl (stereo not given)	107	105	109	112	83	98	92	75	109
31	COc1cc(/C=C\c2cc(OC)c(OC)c(OC)c2)cc(N/C=C\C(=O)c2cn(C)c3ccccc23)c1OC	65	x	97	90	58	97	115	82	90
32	C=CCCC1(CCC)C(=O)NC(=O)NC1=O	102	104	105	99	99	102	109	84	100
33	CC[C@H](C)[C@H](NC(=O)c1cccn1C)C(=O)N(C)[C@H](C[C@@H](OC(C)=O)c1nc(C(=O)N[C@@H](Cc2ccccc2)C[C@H](C)C(=O)OC)cs1)C(C)C	21	25	30	24	39	13	27	-2.8*	3.6*
34	CCN(/C=C1\CC2C3CC=C4CC(O)CCC4(C)C3CCC2(C)C1=O)CC (stereo not given)	91	82	95	84	93	103	93	x	106
35	O=C1CC(=O)NC(=S)N1	85	90	103	93	83	92	114	95	x
36	CCOP(=O)(OCC)OC(C[N+](=O)[O-])C(Cl)(Cl)Cl (stereo not given)	102	x	x	113	91	98	99	107	108
37	C=C1[C@@H](C)[C@H]2[C@H](Cc3ccccc3)NC(=O)[C@]23[C@@H](O)/C=C/[C@@](C)(O)C(=O)[C@@H](C)C/C=C/[C@H]3[C@@H]1O	45	53	46	66	32	20	40	x	x
38	O=P(Oc1ccc(-c2ccccc2)cc1)(N1CC1)N1CC1	88	30	22	86	75	92	101	x	105
39	Cc1ccc(-n2c(Sc3nnc(N)s3)nc3ccc(C)cc3c2=O)cc1	88	90	100	102	77	91	111	86	90
40	CC(=O)Nc1nc2c(s1)CC[C@@]1(C)C2=CC[C@H]2[C@@H]3CC[C@H](O)[C@@]3(C)CC[C@@H]21	68	44	64	74	80	36	91	68	23
41	C[C@]1(O)CC[C@H]2[C@@H]3CCC4=CCCC[C@@H]4[C@H]3CC[C@@]21C	80	102	111	97	89	108	x	107	103
42	NC(N)=N/N=C\c1ccc(/C=N/N=C(N)N)cc1	62	x	105	98	84	105	117	114	79
43	Nc1ccc(S(=O)(=O)F)c(Cl)c1	100	97	107	102	83	95	110	99	108
44	CC(C)CCC[C@@H](C)[C@H]1CC[C@H]2[C@@H]3C/C(=N\OC(=O)c4ccc(N(CCCl)CCCl)cc4)C4=CC(=O)CC[C@]4(C)[C@H]3CC[C@]12C	95	90	97	103	88	105	91	102	100
45	c1cnc2[nH]cc(-c3csc(-c4cn(CCN5CCOCC5)c5ccccc45)n3)c2c1	35	x	73	74	31	81	99	82	80
46	N#CCN	87	102	100	107	82	112	107	115	103
47	Cc1cc[n+](C(C)(C)C)o1	98	98	106	95	95	109	111	104	110
48	OC1CC2CC1C1C2C2(Cl)C(Cl)=C(Cl)C1(Cl)C2(Cl)Cl (stereo not given)	67	74	88	97	85	100	111	105	88

The results go on:
Short forms – A = PC-3; B = CAKI-1; C = ACHN; D = SN12C; E = UO-31; F = 786-0; G = TK-10; H = A498; I = RXF 393
49. CC(=O)Oc1ccccc1C(=O)NC([Se])=NC1CCCCC1
  A = 45 | B = -75* | C = 20 | D = -43* | E = -88* | F = -12* | G = -53* | H = 16 | I = -68*
50. COc1cc2c(cc1OC)C(C)NCC2 (stereo not given)
  A = 95 | B = 100 | C = 95 | D = 104 | E = 73 | F = 95 | G = 115 | H = x | I = x
51. Cc1ccc(C)c(OP(=O)(Oc2cc(C)ccc2C)Oc2cc(C)ccc2C)c1
  A = 71 | B = 62 | C = 89 | D = 101 | E = 58 | F = 88 | G = 99 | H = 97 | I = 115
52. O=c1c([N+](=O)[O-])cn(O)cc1[N+](=O)[O-]
  A = 100 | B = 95 | C = 102 | D = 111 | E = 88 | F = 99 | G = 90 | H = x | I = 104
53. COC(=O)COc1ccc(Cl)cc1Cl
  A = 91 | B = 91 | C = 104 | D = 91 | E = 77 | F = 100 | G = 111 | H = 92 | I = 110
54. COc1ccc(/C=C\c2cc(OC)c(OC)c(OC)c2)cc1OCC(=O)Nc1nc2ccc(F)cc2s1
  A = 40 | B = 17 | C = 25 | D = 42 | E = 0.5* | F = 65 | G = 18 | H = 30 | I = 9.4*
55. CC1=CP(=O)(Oc2ccc([N+](=O)[O-])cc2)CC1 (stereo not given)
  A = 92 | B = 100 | C = 92 | D = 90 | E = 77 | F = 99 | G = 98 | H = 92 | I = 97
56. CN(C)C(=O)Oc1ccccc1
  A = 95 | B = x | C = 101 | D = 106 | E = 103 | F = 107 | G = 107 | H = x | I = 122
57. CCOP(=O)(OCC)C(O)c1ccccc1Cl (stereo not given)
  A = 98 | B = 101 | C = 97 | D = 106 | E = 91 | F = 102 | G = x | H = 103 | I = x
58. Nc1ccc(N)cc1
  A = 114 | B = x | C = 98 | D = 94 | E = 93 | F = 78 | G = 113 | H = 96 | I = 123
59. COc1cc(C)c(-c2ccc(OC)c(=O)cc2C)c(OC)c1OC
  A = 96&19 | B = 86&40 | C = 105&32 | D = 98&37 | E = 89&47 | F = 101&38 | G = 94&94 | H = -18*! | I = -11*!
60. NC(=O)CS(=O)C(c1ccccc1)c1ccccc1 (stereo not given)
  A = 100&97 | B = 93&97 | C = 101&103 | D = 107&112 | E = 82&84 | F = 103&104 | G = 103&117 | H = 98&114 | I = 119&125
61. CCOP(=S)(OCC)Oc1ccc([N+](=O)[O-])cc1
  A = 66 | B = 100 | C = 98 | D = 111 | E = x | F = 109 | G = 95 | H = 108 | I = 99
62. CC1(C)C(C(=O)c2cn(CCF)c3ccccc23)C1(C)C
  A = 96 | B = x | C = 112 | D = 106 | E = 92 | F = 102 | G = 114 | H = 97 | I = 96
63. CCCCC/C=C\C/C=C\C/C=C\C/C=C\CCCC(=O)NCC(=O)O
  A = 115 | B = 97 | C = 98 | D = 115 | E = 93 | F = 109 | G = 128 | H = 114 | I = x

By substructure: the entries above with a COOH group.
Short forms – A = PC-3; B = CAKI-1; C = ACHN; D = SN12C; E = UO-31; F = 786-0; G = TK-10; H = A498; I = RXF 393
6. CCCCOC(=O)c1ccccc1C(=O)O
  A = x | B = 95 | C = 104 | D = 127 | E = 85 | F = 92 | G = 103 | H = 99 | I = 106
15. O=C(O)c1ccccc1C(=O)OO
  A = 83 | B = 92 | C = 99 | D = 97 | E = 100 | F = 110 | G = 94 | H = 109 | I = 112
63. CCCCC/C=C\C/C=C\C/C=C\C/C=C\CCCC(=O)NCC(=O)O
  A = 115 | B = 97 | C = 98 | D = 115 | E = 93 | F = 109 | G = 128 | H = 114 | I = x

Later entries.
Short forms – A = PC-3; B = CAKI-1; C = ACHN; D = SN12C; E = UO-31; F = 786-0; G = TK-10; H = A498; I = RXF 393
64. Cc1nc2c(s1)CC[C@@]1(C)C2=CC[C@@H]2[C@@H]1CC[C@]1(C)C(=O)CC[C@@H]21
  A = 93 | B = 100 | C = 103 | D = 95 | E = 95 | F = 100 | G = 121 | H = 105 | I = 130
65. ClCc1ccc2ccccc2n1
  A = 92 | B = 59 | C = 97 | D = 86 | E = 90 | F = 103 | G = 113 | H = 98 | I = 95
66. Clc1ccc(C(c2ccc(Cl)cc2)C(Cl)Cl)cc1
  A = 96 | B = 87 | C = 101 | D = 95 | E = 86 | F = 86 | G = 87 | H = 104 | I = x
67. CCOC(=O)C1C(=O)C(CN(CCCl)CCCl)C(=O)C(C(=O)OCC)C1c1ccc(O)cc1 (stereo not given)
  A = 81 | B = 25 | C = 46 | D = 74 | E = 87 | F = 104 | G = 103 | H = x | I = 109
68. C[C@]12CCC(=O)C=C1C=C[C@@H]1[C@@H]2CC[C@]2(C)OC(=O)CC[C@@H]12
  A = x | B = 91 | C = 92 | D = 98 | E = 76 | F = 102 | G = 100 | H = 96 | I = 124
69. Cc1ccccc1O
  A = 96 | B = 96 | C = 103 | D = 105 | E = 83 | F = 105 | G = 115 | H = 129 | I = 102
70. CN(C)CC(O)c1cn(C)c2ccccc12 (stereo not given)
  A = 89 | B = 93 | C = 105 | D = 95 | E = 77 | F = 103 | G = 105 | H = 104 | I = 109
71. CNC(=O)CCl
  A = 95 | B = 95 | C = 114 | D = 97 | E = 96 | F = x | G = 100 | H = 92 | I = 110
72. CCC(=O)C1(c2ccccc2)CCNCC1
  A = 94 | B = x | C = 110 | D = 106 | E = 91 | F = 93 | G = 99 | H = 90 | I = 151
73. O=C1NC(=O)C2(CCN(S(=O)(=O)c3ccccc3)CC2)C(=O)N1
  A = 100 | B = 94 | C = 103 | D = 106 | E = 93 | F = 105 | G = 116 | H = 105 | I = 107
74. CCOP(=O)(NC)OCC
  A = 85 | B = 111 | C = 108 | D = 106 | E = 92 | F = 92 | G = 129 | H = 74 | I = 118
75. O=C1NC(=O)C(=Cc2c(Cl)cccc2Cl)C(=O)N1
  A = 100&92 | B = 93&93 | C = 101&99 | D = 95&92 | E = 85&85 | F = 100&117 | G = 104&89 | H = 98&99 | I = 87&95
76. CC1([N+](=O)[O-])COP(=O)(NC2CC2)OC1 (stereo not given)
  A = 107 | B = 97 | C = 104 | D = 97 | E = 96 | F = 107 | G = 114 | H = 117 | I = 129

Screen by screen, from the results shown.
Entries 66–76 in PC-3, in turn: 96, 81, x, 96, 89, 95, 94, 100, 85, 100&92, 107
Entries 66–76 in SN12C, in turn: 95, 74, 98, 105, 95, 97, 106, 106, 106, 95&92, 97
Entries 66–76 in 786-0, in turn: 86, 104, 102, 105, 103, x, 93, 105, 92, 100&117, 107
